# Assay outcomes from PubChem BioAssay.
# 14-3-3 PPI: alters human 14-3-3 gamma binding to Raf peptide | inhibition, % at 40 µM | FP, 14-3-3gamma / TMR-pS259-Raf peptide binding | P61981 | 160,000 tested, 0.19% active; in the data active = inhibition above about 30%;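 also: 0% = protein plus tracer without compound and 100% = blank with tracer alone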
# Target sequence (P61981 whole entry, looked up): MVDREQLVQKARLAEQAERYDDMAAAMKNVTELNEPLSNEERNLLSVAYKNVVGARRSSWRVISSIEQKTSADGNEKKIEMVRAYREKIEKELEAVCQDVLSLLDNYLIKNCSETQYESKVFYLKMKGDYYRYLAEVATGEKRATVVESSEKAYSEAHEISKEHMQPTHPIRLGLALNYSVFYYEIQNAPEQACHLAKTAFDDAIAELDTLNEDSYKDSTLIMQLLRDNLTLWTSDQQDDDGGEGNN
# Active calls of the source: *; & = joins results of further samples.
# Preview:
SMILES,14-3-3 PPI
Cc1ccc(/C(O)=C2/C(=O)C(=O)N(CCN3CCOCC3)C2c2ccccn2)cc1 (stereo not given),-9
COc1ccc(NC(=O)CSc2nc3c(cnn3-c3ccccc3)c(=O)[nH]2)cc1,-2

# This part in full, previewed entries included:
SMILES,14-3-3 PPI
Cc1ccc(/C(O)=C2/C(=O)C(=O)N(CCN3CCOCC3)C2c2ccccn2)cc1 (stereo not given),-9
COc1ccc(NC(=O)CSc2nc3c(cnn3-c3ccccc3)c(=O)[nH]2)cc1,-2
O=C(CN1CCc2[nH]c3ccccc3c2C1)N1CCCCC1,-10
O=C(Nc1ccc([N+](=O)[O-])cc1)N1CCN(CC=Cc2ccccc2)CC1,2
COc1ccc(-c2nc3n(c2Br)CCC3)cc1,7
CC(NC(=O)c1sc2nc(-c3cccs3)cc(C(F)(F)F)c2c1N)c1ccccc1 (stereo not given),-2
CCOc1cc(-c2nc(-c3ccncc3)no2)cc(OCC)c1OCC,-2&-2
Nc1ccc2oc(-c3cccnc3)nc2c1,-8
COc1ccccc1-c1cc(C(=O)Nc2cccc(C(F)(F)F)c2)no1,-3
O=C(O)CN1C(=O)SC(CC(=O)Nc2nccs2)C1=O (stereo not given),-1
CC12CC3(C)CC(C)(C1)CC(CN=Cc1ccc([N+](=O)[O-])cc1)(C2)C3,6
N#Cc1c(NC(=O)CSc2ncn[nH]2)sc2c1CCCCC2,0
O=C(O)C1CC=CCC1C(=O)Nc1cccc(Cl)c1 (stereo not given),0
CCOc1cccc(C(=O)Nc2sc3c(c2C(=O)OC)CCC(c2ccccc2)C3)c1 (stereo not given),-9
O=C(NCCc1ccccc1)c1ccc(NCC2CCCO2)c([N+](=O)[O-])c1 (stereo not given),-1
CNc1ccc(Cl)c2c1C(=O)c1ccccc1C2=O,-116
COc1ccc(-n2c(NC(=O)c3ccco3)c(C#N)c3nc4ccccc4nc32)cc1,-6
CCCNC(=O)N1CCN(c2nc(C(C)C)c3c(c2C#N)CC(C)(C)OC3)CC1,-1&-6
COc1ccccc1N(Cc1cc2cccc(C)c2[nH]c1=O)C(=O)C(C)C,0
CCOC(=O)c1nnc2ccnn2c1N,-4
COc1cccc(-c2nc(CS(=O)CC(=O)O)c(C)o2)c1 (stereo not given),0
CC[N+](CC)(CC)CC(=O)Nc1c(C)cccc1C,1
CCOC(=O)c1sc2ncnc(Nc3cccc(C)c3)c2c1C,-11
Cc1[nH]nc2c1C(c1ccc(Cl)cc1)CC(=O)N2 (stereo not given),1
O=C(Cc1ccccc1)NCCn1ccc2ccccc21,5&-15
CCn1c(=O)c2ccccc2n(CC)c1=O,-1
Cc1cccc(-n2ncc3c(NCc4ccco4)ncnc32)c1,5
COc1cccc(-n2c(C)nc3cc(C(=O)O)ccc32)c1,-5
COC(=O)C1=CN(Cc2cccs2)C=C(C(=O)OC)C1c1ccccc1OC(C)C,5
O=C(CSc1nc2ccccc2o1)Nc1ccc(OC(F)(F)F)cc1,-4
CCC1CCCCN1CCNC(=O)c1ccc2c(=O)[nH]c3c(C(=O)NC4CCCC4)sc(=S)n3c2c1 (stereo not given),-9
CC(=O)Nc1sc2c(c1C(=O)Nc1c(C)cccc1C)CCCCC2,-6
O=c1c2ccccc2nc2c3ccccc3ncn12,-10
CC(=O)c1ccc(N2CCN(C(=O)CCCN3C(=O)c4cccnc4C3=O)CC2)cc1,-6
CCOc1cc2[nH]c(=S)n(CCN(C)C)c(=O)c2cc1OCC,-4
Cc1ccc(C(c2ccc(C)o2)c2ccccc2NS(=O)(=O)c2ccc(C)cc2)cc1 (stereo not given),-1
COC(=O)C1=C(N)OC2=C(C(=O)CC(c3ccccc3)C2)C1c1ccc2c(c1)OCO2 (stereo not given),10
O=C(NCCN1CCOCC1)C1CCN(S(=O)(=O)N2CCCCC2)CC1,9&-4
O=C(CCn1c(=O)[nH]c2ccccc2c1=O)N1CCc2ccccc2C1,-7
Cc1ccc(C(=O)Nc2cccc(C(=O)O)c2)cc1S(=O)(=O)Nc1ccc(I)cc1,-3
CC(C)C(NC(=O)c1cccs1)c1nnc(SCC(=O)Nc2nccs2)n1C (stereo not given),9
N=c1c(C(=O)NCC2CCCO2)cc2c(=O)n3ccccc3nc2n1C1CCCCC1 (stereo not given),1
O=[N+]([O-])c1ccccc1C1Nc2ccc(Br)cc2C2C=CCC21 (stereo not given),-5
O=C(Nc1nc2ccccc2s1)c1cc2c(=O)oc3ccccc3c2s1,2
O=C(Nc1ccc(Cc2ccncc2)cc1)c1ccc(Br)o1,-4

# Given as labelled records: 4 of the compounds above.
COC(=O)C1=C(N)OC2=C(C(=O)CC(c3ccccc3)C2)C1c1ccc2c(c1)OCO2 (stereo not given)
  14-3-3 PPI: 10

O=C(NCCN1CCOCC1)C1CCN(S(=O)(=O)N2CCCCC2)CC1
  14-3-3 PPI: 9&-4

O=C(CCn1c(=O)[nH]c2ccccc2c1=O)N1CCc2ccccc2C1
  14-3-3 PPI: -7

Cc1ccc(C(=O)Nc2cccc(C(=O)O)c2)cc1S(=O)(=O)Nc1ccc(I)cc1
  14-3-3 PPI: -3

# Continuation.
SMILES,14-3-3 PPI
CCc1[nH]nc2c1C1(C(=O)N(Cc3ccccc3)c3ccccc31)C(C#N)=C(N)O2 (stereo not given),-5
COc1ccc(OC)c(CCNC(=O)CC2Oc3ccccc3NC2=O)c1 (stereo not given),3
O=C(CCC1Nc2c3ccccc3nc(=S)n2C1=O)NCc1cccs1 (stereo not given),-7
CCOc1ccc2[nH]c(=O)c(CN(Cc3ccco3)Cc3nnnn3Cc3ccccc3)cc2c1,1
CN1C(=O)NC2(O)C(=O)c3ccccc3C12O (stereo not given),1
CCN1CCN(C(=O)C(C)N(c2ccc(C)cc2)S(C)(=O)=O)CC1 (stereo not given),2
O=c1cc(CSc2nnnn2-c2ccccc2)nc2nc[nH]n12,-8
CCCn1c(SCC(=O)Nc2nc(C)cs2)nnc1-c1cccnc1,0
CC(C)(C)c1ccc2c(c1)N(CC(=O)NCCN1CCN(Cc3ccccc3)CC1)C(=O)CO2,0
CC(C)(S)[C@@H](N)C(=O)O,7
COc1ccc([N+](=O)[O-])cc1COc1cc2oc(=O)c3c(c2cc1Cl)CCC3,0
CCOC(=O)c1sc(=Nc2ccc(C)cc2)n(CCN2CCOCC2)c1C,-7
CCOC(=O)CSc1nnc(CSc2nc3ccccc3c(=O)[nH]2)n1-c1ccccc1,-1
CCOC(=O)c1[nH]c(C)c(C(=O)NC2CCCCCC2)c1C,0
COC(=O)c1cccc(N2C(=O)C3C4C=CC(C4=C(c4ccccc4)c4ccccc4)C3C2=O)c1 (stereo not given),-74
O=C(NCc1cn2ccsc2n1)c1cccc(C(F)(F)F)c1,-6
COc1cc(C(=O)Nc2ccccc2F)ccc1OCc1cccc(F)c1,0
CCOC(=O)C1=CC2(SC=C(C(=O)OCC)S2)C2=C(S1)C(C)(C)Nc1ccccc12 (stereo not given),-17
O=C(c1cc2n(n1)C(C(F)(F)F)CC(c1ccc(F)cc1)N2)N1CCCCC1 (stereo not given),7
CCCCCCCn1c(CN2CCC(C)CC2)nc2c1c(=O)n(C)c(=O)n2C,3
COc1ccc(Cl)c(Cn2c(NCCCO)nc3c2c(=O)n(C)c(=O)n3C)c1,2
C=CCn1c(N)c(C(=O)N2CCc3ccccc3C2)sc1=S,-17
Fc1ccc(-c2cc3nc(-c4ccccc4)cc(N4CCOCC4)n3n2)cc1,5
CCCN1C(=O)C(O)(CC(=O)c2cccs2)c2cc(Br)ccc21 (stereo not given),-4
O=C(O)c1cc2c(ccc3cc(Br)ccc32)oc1=O,22
CCCCc1ccc(NC(=O)COc2ccc(C)c(C)c2)cc1,-13
Cc1cc(C)c2nc(C(F)(F)F)nc(N3CC(C)OC(C)C3)c2c1 (stereo not given),-7
O=[N+]([O-])c1ccc(N2CCCC2)cc1SCCO,-8
O=C(Nc1ccccc1N1CCN(c2ccc(F)cc2)CC1)c1ccccc1,-12
O=c1cc(O)nc(SC23CC4CC(CC(C4)C2)C3)[nH]1,-11

# 4 neighbouring records already listed, quoted:
SMILES,14-3-3 PPI
COc1ccccc1N(Cc1cc2cccc(C)c2[nH]c1=O)C(=O)C(C)C,0
CCOC(=O)c1nnc2ccnn2c1N,-4
COc1cccc(-c2nc(CS(=O)CC(=O)O)c(C)o2)c1 (stereo not given),0
CC[N+](CC)(CC)CC(=O)Nc1c(C)cccc1C,1

# The list goes on:
SMILES,14-3-3 PPI
COc1cccc2c1OC1(C)NC(=S)NC2C1C(=O)N(C)C (stereo not given),6
CCN(CC)Cc1c[nH]c2c(C(=O)OC)cccc12,-1
Cc1c(NC(=O)c2sc3nc4c(cc3c2N)C(=O)CC(C)(C)C4)c(=O)n(-c2ccccc2)n1C,-10
CCOC(=O)c1cc2c(=O)n3ccccc3nc2n(C2CCCCC2)c1=NC(=O)c1cccc([N+](=O)[O-])c1,7
CCN(CC)S(=O)(=O)c1cc(C(=O)Nc2ccc(I)cc2)ccc1Cl,-13
O=C(O)c1cccnc1-c1ncccc1C(=O)O,-3
CC1CC(C)CN(C(=O)c2ccc3c(c2NCCO)C(=O)c2ccccc2C3=O)C1 (stereo not given),-240
NC(=O)C1CC(O)CN1c1nc(CN2CCOCC2)nc2scc(-c3ccccc3)c12 (stereo not given),-2
COc1cc(C(=O)Nc2ccc(OCC(=O)O)cc2)cc(OC)c1OC,-6
COc1cccc(NC(=O)c2sc3nc(C)nc(N4CCCCC4C)c3c2C)c1 (stereo not given),-14
CC1(C(=O)NC2CCCCCC2)CCC(=O)N1Cc1cccs1 (stereo not given),-5
COc1ccc(-n2nc(C(=O)NCC(=O)NC(C)C)c3ccccc3c2=O)c(OC)c1,-8
c1ccc(C2=Nn3c(nnc3-c3ccco3)SC2)cc1,-2
COc1ccc(C=C2SC(=O)N(CCCC(=O)Nc3ccccc3)C2=S)cc1,-1
Oc1c(-c2cc(C(F)(F)F)[nH]n2)ccc2ccccc12,-3
COc1ccc(N2C(=O)NC3CC2(C)Oc2ccccc23)cc1 (stereo not given),-4
Cc1ccccc1Cn1c(CCNC(=O)c2ccc(F)cc2)nc2ccccc21,32*
Cc1c(C(=O)NCCc2ccc(Cl)cc2)oc2ccc(S(=O)(=O)N3CC(C)CC(C)C3)cc12 (stereo not given),-2
Cc1cc(NC(=O)COc2ccc(N(C)S(=O)(=O)c3ccccc3)cc2)no1,-4
CC(=O)N1CCc2cc(S(=O)(=O)Nc3ccc(C)c(Cl)c3)ccc21,-7
CCOc1ccc(-n2nc3ccc(NC(=O)c4ccc([N+](=O)[O-])cc4Cl)cc3n2)cc1,-8
Cc1ccc2oc(-c3cccc(N=Cc4cc5c(cc4[N+](=O)[O-])OCO5)c3)nc2c1,-24
CC1=CC(C)C2COC(c3ccccc3O)C1C2C (stereo not given),-11
COc1cc2[nH]c(=S)nc(NCc3ccccc3)c2cc1OC,-2
O=C(NCc1ccccc1)C1CCCN(c2nc3ccccc3[nH]2)C1 (stereo not given),-10
O=C(NC1CCCCC1)C(c1ccccc1)N1CCOCC1 (stereo not given),-5
COc1ccc(NC(=O)c2cc(C(C)C)on2)c(OC)c1,4
CN1C(=O)CC(N2CCC(C(N)=O)(N3CCCCC3)CC2)C1=O (stereo not given),-10
COc1ccc(NS(=O)(=O)c2ccc(NS(=O)(=O)c3ccc(C)cc3)cc2)cc1,-3
Cc1ccc(-n2c(=O)c3c(C)c(C)sc3n(CC(=O)N3CCC(C)CC3)c2=O)cc1C,0

# Copied from the list.
# Cc1ccc(-n2c(=O)c3c(C)c(C)sc3n(CC(=O)N3CCC(C)CC3)c2=O)cc1C @ 14-3-3 PPI: 0
# Cc1c(C(=O)NCCc2ccc(Cl)cc2)oc2ccc(S(=O)(=O)N3CC(C)CC(C)C3)cc12 (stereo not given) @ 14-3-3 PPI: -2
# COc1cc2[nH]c(=S)nc(NCc3ccccc3)c2cc1OC @ 14-3-3 PPI: -2

# Later entries:
SMILES,14-3-3 PPI
O=C(CCCl)N1N=C(c2c(-c3ccccc3)c3cc(Br)ccc3[nH]c2=O)CC1c1ccc(Br)cc1 (stereo not given),-41
Cc1ccc(Cn2ccc(NC(=O)c3cc(C(C)C)on3)n2)cc1,2
Cc1ccccc1-c1nnc(SCC(=O)Nc2cccc(C)c2C)o1,6
CCOC(=O)C1=CN(C(C)C)C=C(C(=O)OCC)C1c1cccc(Cl)c1,-6
Cc1cc(C(F)(F)F)nc(SCC(=O)NC2CC3CCC2C3)n1 (stereo not given),-13
O=C(CSc1nccn1-c1ccc(Cl)cc1)NC1CCCC1,0
CCOc1ccc2nc(SCc3ccc(Br)cc3)sc2c1,0
Cc1cc(C)cc(N(CC(=O)Nc2c(C)n(C)n(-c3ccccc3)c2=O)S(C)(=O)=O)c1,6&-8
CCC1Oc2ccc(C)cc2N(CC(=O)NCc2ccccc2OC)C1=O (stereo not given),4&1
Cc1cc(C)c(NC(=O)Cn2cc3c(n2)CCCC3)c(C)c1,-2
COc1ccc(OC)c(NC(=O)c2ccc(S(=O)(=O)N3CCCCC3)cc2)c1,5
COc1cccc(-c2nc(C(N)=O)c3[nH]c(=O)n(-c4cccc(Cl)c4)c3n2)c1OC,-1
O=C1N(c2ccccc2)C2CS(=O)(=O)CC2N1c1ccccc1 (stereo not given),-35
Cc1cccc(NC(N)=Nc2nc(CSc3ccc(Cl)cc3)cc(=O)[nH]2)c1,1
Cc1ccc(C)c(/C(O)=C2\C(=O)C(=O)N(CCCn3ccnc3)C2c2ccncc2)c1 (stereo not given),-3
CC(=O)Nc1cccc(-c2cn3ccsc3n2)c1,-2
CCCCNC(=O)CC1Nc2ccccc2NC1=O (stereo not given),6
CCCOc1ccc(S(=O)(=O)NCCN2CCOCC2)c2ccccc12,4
CC(=S)Nc1nc2ccc3ccccc3c2s1,-1
O=C(Nc1ccccc1Cl)c1c(F)c(F)c(F)c(F)c1F,-2
O=C1NC(=Nc2ccccc2)SC1(CO)CO,3
Cc1ccsc1CNn1cnnc1SCc1ccccc1F,-6
CCOC(=O)C1CCCN(S(=O)(=O)c2cccc3nsnc23)C1 (stereo not given),-1
Cn1c2ccccc2c2nnc(SC3CCOC3=O)nc21 (stereo not given),-5
O=c1[nH]c2ccccc2n1CCCSc1nccc2ccccc12,-2
Cc1oc2ccc(O)c(CN3CCOCC3)c2c1C(=O)c1ccc(Cl)cc1,7

# Only part of the results is shown (hit frequency here may not be typical).
